From PubChem BioAssay
A3G deaminase = APOBEC3G (human) deaminase inhibition. AID 493012. actives 0.28% (n = 330,000). recombinant A3G, ssDNA deamination FAM/TAMRA fluorescence. Q9HC16. inhibition, % at 20 µM;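 active = inhibition of at least 40% at 20 µM, with no more than 30% in the related APOBEC3A deaminase screen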;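 also: plate controls were DMSO wells with A3G for no effect and wells lacking A3G enzyme for full effect; some compounds called inactive have numbers as strong as hits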
CXCR6 block = blocks human CXCR6 beta-arrestin recruitment. O00574. CHO-K1 PathHunter CXCR6 beta-arrestin, luminescence. inhibition, % at 20 µM. actives 0.36% (n = 360,000); in the data active = inhibition above about 34%, passing the limit was not always enough;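 also: antagonist mode with CXCL16 agonist at 10 nM final; 0% = 10 nM CXCL16 with DMSO and 100% = unstimulated wells without agonist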
Target sequence (O00574 whole entry, looked up): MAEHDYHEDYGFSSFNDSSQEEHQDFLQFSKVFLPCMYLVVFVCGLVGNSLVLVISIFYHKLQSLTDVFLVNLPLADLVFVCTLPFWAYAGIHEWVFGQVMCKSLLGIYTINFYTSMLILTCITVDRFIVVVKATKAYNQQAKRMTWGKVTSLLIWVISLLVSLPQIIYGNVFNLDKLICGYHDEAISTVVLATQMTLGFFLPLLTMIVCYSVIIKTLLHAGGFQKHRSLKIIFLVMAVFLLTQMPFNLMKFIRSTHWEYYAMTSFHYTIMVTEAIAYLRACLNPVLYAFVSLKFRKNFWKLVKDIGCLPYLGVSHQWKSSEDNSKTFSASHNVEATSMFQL
Gli-Sufu block = blocks Gli-Sufu signaling in a luciferase reporter. Sufu-KO-LIGHT fibroblasts, Gli luciferase reporter luminescence. inhibition, % at 5 µM. actives 0.74% (n = 340,000). AID 588413;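 active = inhibition above about 55%, limit read from the data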;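 also: 0% = DMSO-treated cells and 100% = wells with medium but no cells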
CCR6 antagonist = blocks CCL20-driven beta-arrestin recruitment at human CCR6; CHO-K1 CCR6 PathHunter beta-arrestin, luminescence, CCL20-stimulated; inhibition, % at 20 µM; actives 0.49% (n = 340,000);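 active = compounds whose inhibition of the agonist-driven luminescence signal at 20 µM reaches about 50%, limit read from the data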;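 also: cells stimulated with CCL20 at 14 nM final; plate controls were DMSO with CCL20 for no effect and DMSO without agonist for full effect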
Target sequence (P51684 whole entry, looked up): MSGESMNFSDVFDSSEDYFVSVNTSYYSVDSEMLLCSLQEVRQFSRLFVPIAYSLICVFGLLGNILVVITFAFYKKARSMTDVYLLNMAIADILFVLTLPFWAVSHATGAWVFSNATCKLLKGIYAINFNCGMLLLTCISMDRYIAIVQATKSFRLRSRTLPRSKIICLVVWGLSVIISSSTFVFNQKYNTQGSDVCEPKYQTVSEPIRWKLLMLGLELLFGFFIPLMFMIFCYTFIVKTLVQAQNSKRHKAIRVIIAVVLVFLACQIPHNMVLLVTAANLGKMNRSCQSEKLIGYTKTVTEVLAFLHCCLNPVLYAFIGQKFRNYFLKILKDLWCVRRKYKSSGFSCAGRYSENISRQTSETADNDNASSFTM
MPTP inh = permeability transition pore inhibition; inhibition, % at 10 µM; isolated mouse mitochondria, Ca2+ swelling absorbance, 30 min; AID 602449; actives 1.4% (n = 360,000);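 active = inhibition of 50% or more, scaled per plate between neutral and stimulator controls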;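 also: 0% = DMSO wells given calcium and 100% = 1 mM EGTA wells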
A3A deaminase = inhibitors of human APOBEC3A DNA deaminase; P31941; recombinant A3A, FAM/TAMRA ssDNA deamination fluorescence; inhibition, % at 20 µM; actives 0.41% (n = 330,000); AID 493011;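 active = at least 40% inhibition at 20 µM here, with at most 30% in a related deaminase screen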;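 also: plate controls were A3A with DMSO for no effect and wells lacking A3A enzyme for full effect; some results filed as inactive read as strong as hits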
EBI2 block = blocks human EBI2 receptor beta-arrestin signaling; P32249; EBI2 beta-arrestin recruitment, luminescence, 7a,25-OHC stimulated; inhibition, % at 5 µM; actives 0.81% (n = 360,000); AID 651636; in the data active = inhibition above about 38%;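 also: enzyme fragment complementation signal reports receptor beta-arrestin coupling in cells; 0% = agonist plus DMSO wells and 100% = wells without agonist; some results beyond the cut were filed as inactive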
Target sequence (P32249 whole entry, looked up, the tested form may be a part): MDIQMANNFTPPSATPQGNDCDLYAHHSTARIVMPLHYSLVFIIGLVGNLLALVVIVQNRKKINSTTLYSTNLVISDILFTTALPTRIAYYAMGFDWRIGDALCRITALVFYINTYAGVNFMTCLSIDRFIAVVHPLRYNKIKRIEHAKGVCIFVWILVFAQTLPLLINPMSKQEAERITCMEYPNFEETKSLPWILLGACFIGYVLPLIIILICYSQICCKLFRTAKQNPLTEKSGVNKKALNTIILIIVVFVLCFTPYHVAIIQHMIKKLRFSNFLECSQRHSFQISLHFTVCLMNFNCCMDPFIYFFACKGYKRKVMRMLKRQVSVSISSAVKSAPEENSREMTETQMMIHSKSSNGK
GRIN3A LBD mod = modulates the human NR3A ligand-binding domain | actives 2.5% (n = 340,000) | Tm shift relative to glycine control, % at 25 µM | NR3A LBD differential scanning fluorimetry, Tm shift; 0% = protein alone, 100% = glycine-bound protein;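 active = melting temperature shift of at least 10% of the positive control shift, at one fixed dose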
* = called active by the depositor; . = no result given; & = joins results of further samples.

SMILES	A3G deaminase	CXCR6 block	Gli-Sufu block	CCR6 antagonist	MPTP inh	A3A deaminase	EBI2 block	GRIN3A LBD mod
COc1ccc(C(=O)Nc2ccncc2)cc1OC	-1	-7	-6	-5	-0.9	-1	4	0
CC(=O)c1ccc(NC(=O)/C=C/c2ccc(C)cc2)cc1	-4	1	-34	1	9.2	2	54*	20*
CCOC(=O)c1nn(-c2ccc(F)cc2)c(=O)cc1OCC(=O)Nc1cccc(C)c1	1	2	-8	4	0.4	-1	0	-1
CC(=O)N1c2ccc(S(=O)(=O)N3CCCCC3)cc2CC1C(=O)Nc1ccccc1C(F)(F)F (centres undefined)	-8	6	-1	17	-0.3	-6	-4	-1
COc1ccc(OC)c(-c2oc3ccccc3c(=O)c2O)c1	-3	0	0	14	3.6	-2	7	-1
O=C(Nc1nc2c(s1)C(=O)CCC2)c1ccccc1	-6	-1	70*	7	-2.0	-5	-11	9
Cc1nc(CSc2nnc(C)s2)cs1	-10	-8	6	11	-2.4	-8	0	-6
O=S(=O)(Nc1nc2ccccc2[nH]1)c1ccccc1	1	-3	13	-4	0.0	2	0	0
Cc1ccccc1-n1c(-c2ccco2)n[nH]c1=S	37	-2	19	10	-0.1	-7	-7	-3
COc1cc2c(cc1OC)C(c1cccs1)N(C(=S)NC(C)C)CC2 (centres undefined)	-9	-3	11	13	-0.3	-5	9	0
Cc1nc(-c2ccc(S(=O)(=O)Nc3cc(S(=O)(=O)N(C)C)ccc3C)s2)cs1	-1	-8	2	5	7.5	-1	0	-2
Cc1ccc(NC(=O)CSCC(=O)Nc2ncc3c(n2)CC(c2ccco2)CC3=O)cc1 (centres undefined)	1	-11	1	-1	-0.5	4	-2	-2
CCN(CC)C(=O)c1ccccc1NC(=O)c1ccccc1	-9	-6	-7	0	-2.2	-1	-6	-5
COc1ccc(OC)c(C(=O)c2ccccn2)c1	-7	-14	-32	7	0.8	-4	-1	6
CCOc1ccccc1N1CCN(C(=O)CSc2ccc3c(c2)OCCO3)CC1	-8	-17	17	4	-0.6	-4	-5	1
Cc1ccc(C2OCC3(CO)COC(c4ccc(C)cc4)N23)cc1 (centres undefined)	-2	6	3	0	-0.2	3	-18	3
CCOc1cc(CNCCO)cc(Br)c1OCc1ccc(Cl)cc1	3	5	-7	27	90*	2	-21	-3
CC(C)(C)N(NC(=O)c1ccccc1)C(=O)c1cccc(C(=O)N(NC(=O)c2ccccc2)C(C)(C)C)c1	-4	-1	-9	3	-0.9	-2	11	0
CCCC(=O)Nc1nc(-c2ccc3c(c2)CCN3S(C)(=O)=O)cs1	-2	-11	-24	-7	-0.7	1	5	-3
c1ccc(CSc2n[nH]c(-c3ccco3)n2)cc1	0	-8	-18	1	-0.8	3	3	-4
COc1ccccc1NC(=O)CSc1nc(O)cc(=O)n1-c1ccccc1OC	-5	-3	-6	8	0.4	-3	-4	2
O=C1c2ccccc2C(=O)N1CCCC(=O)N1CCc2ccccc21	1	-2	1	-3	-3.5	-1	1	0
Cc1nn(C)cc1S(=O)(=O)N1CCCC(C(=O)O)C1 (centres undefined)	-6	-6	-15	17	-0.4	-1	5	0
O=c1c(CN2CCN(Cc3ccccc3)CC2)coc2ccc(Cl)cc12	-8	4	-1	1	6.8	4	-4	1
CCOC(=O)CCCCC(=O)c1[nH]c(=O)[nH]c1Cn1cnc2ccccc21	-2	2	-1	7	-0.1	3	-6	-5
S=c1[nH]nc(-c2ccco2)n1/N=C/c1c(Cl)cccc1Cl	43*	21	6	12	2.3	-6	-8	2
Cc1nnc(NC(=O)NC(C)N2C(=O)C3C4C=CC(C4)C3C2=O)s1 (centres undefined)	0	4&1	1&10	-5&-19	-3.0&-4.5	1	3&-7	-1&0
CCOc1cc(CNc2nn[nH]n2)ccc1OCC(=O)NC(C)(C)C	-7	9	-27	0	-0.8	2	-6	-106
O=C1C(=O)N(Cc2cccs2)c2ccccc21	-7	-8	1	28	5.8	-6	-4	0
CCOC(=O)N1CN(C(=O)OCC)CN(C(=O)OCC)C1	-7	-3	2	3	-0.8	0	2	2
CCC/C(=N\NC(=O)CCC(=O)NCc1ccccc1)c1ccccc1	-2	0	4	-1	-0.2	0	9	1
Cc1ccc(C(=O)N2CCCC(CCC(=O)N3CCN(c4ccccn4)CC3)C2)s1 (centres undefined)	-5	-3	23	13	-2.1	-1	-26	-1
CCOc1cc(/C=N\NC(=O)OC(C)(C)C)ccc1OC(=O)c1ccco1	-5	2	1	0	-2.3	1	-30	-1
O=C(CN(c1ccc(Cl)c(Cl)c1)S(=O)(=O)c1ccccc1)N1CCc2ccccc2C1	-4	2	1	19	0.4	-3	19	-3
CN1CCN(CCC(=O)N/N=C/c2ccccc2F)CC1	-3	4	8	6	0.1	4	-10	0
Cc1ccc2cc(CN(CCN3CCCC3)C(=O)Nc3ccccc3)c(=O)[nH]c2c1C	-2	-6	3	21	25	0	4	0
COc1cc(C(=O)Nc2cccc(-n3cnnn3)c2)cc(Cl)c1OC	-2	4	8	-4	-0.5	-1	-1	-4
COc1ccc(C(=O)Nc2ccccc2C(=O)O)cc1NC(=O)C(c1ccccc1)c1ccccc1	-7	1	-4	-1	10	2	1	0
CCCCCCCCSc1nnc(/N=C/N(C)C)s1	2	-3	-5	5	2.9	8	-7	1
CCCOc1ccc(C(=O)NCc2ccco2)cc1	-7	-4	-14	-7	-0.8	-4	1	0
CC(=O)O/N=C/c1c(C)c(C=O)n2ccccc12	5	-1	-3	0	-1.2	10	-4	1
O=C(O)C[C@]1(C(=O)Nc2ccc(F)cc2)CC(/C=C/c2ccccc2)=NO1	-6	0	-19	-1	0.2	0	-5	5
Cc1ccc(C)c(CNS(=O)(=O)c2c(C)[nH]c(C)c2C(=O)N2CCCCC2)c1	-6	5	-2	14	-0.6	-3	2	1
O=C(Nc1ccc(-c2nc3ncccc3o2)cc1)c1ccco1	-3	-6	-82	-12	6.8	1	-17	-1
CC(C)(C)C1COc2ccccc2N1C(=O)c1cccc(Cl)c1 (centres undefined)	1	11	36	17	-0.7	2	5	-1
CCOc1ccc(Nc2nc(Cc3nnc(SCC(=O)c4ccc(C)c(C)c4)o3)cs2)cc1	-6	-7	-14	-5	83*	4	-3	-4
CCOC(=O)c1c(C)oc2c1c(C=NCc1ccccn1)c(O)c1ccccc12	.	98*	-6	77*	2.5	.	42	-2
O=C(NCCOc1ccccc1)c1ccccc1SCC(=O)N1CCCC1	-5	-8	-2	2	-0.1	0	-1	2
Cc1cccc(C)c1NC(=O)c1cc(S(=O)(=O)N2CCOCC2)cn1C	-8	-10	0	-2	-0.8	0	-5	0
O=C(Nc1ccccc1F)c1ccc(COc2ccc(Cl)cc2Cl)o1	-2	-8	-6	5	7.8	-1	-5	-2
COc1cc(/C=N/NC(=S)Nc2cccc(C(=O)O)c2)cc(OC)c1OC	3	-7	6	0	0.1	0	-9	-1
CCn1nc(NC(=O)c2ccccn2)c2cc3cccc(C)c3nc21	-3	-7	20	-7	-1.1	0	-28	-12
CCOc1ccc(C(=O)CC(NCc2cccs2)C(=O)O)cc1 (centres undefined)	.	0	0	6	-0.9	.	0	-2
CC(=O)c1ccc(OCC(O)CN2CCN(S(=O)(=O)c3c(C)c(C)cc(C)c3C)CC2)cc1 (centres undefined)	-6	-6	-19	9	-0.8	1	29	-6
O=C(O)CC(C(=O)Nc1ccc(F)cc1)C1CCCO1 (centres undefined)	-1	-4	-5	-3	0.3	0	-10	0
CCCCN(C(=O)CCCc1nc2ccccc2c(=O)[nH]1)c1c(N)n(CCCC)c(=O)[nH]c1=O	-4	-1	-9	10	-0.1	-1	-16	0
O=C(O)c1cccc(Nc2ncnc3ccccc23)c1	-3	6	7	3	-0.1	0	-5	4
Cc1cc(=O)n2nc(N3CCCC(C(=O)NC(C)c4ccccc4)C3)sc2n1 (centres undefined)	-4	1	6	-6	-0.6	-2	-10	-3
Cc1ccc(S(=O)(=O)NC(CC(=O)N2CCc3ccccc32)c2ccco2)cc1 (centres undefined)	4	0	8	-7	-1.0	2	-4	-1
COc1cc(C)c(NC(=S)Nc2cccc(Cl)c2C)cc1OC	-11	0	-5	10	0.7	-7	-16	2

Results in GRIN3A LBD mod, for some of the entries so far:
SMILES	GRIN3A LBD mod
O=C(Nc1ccccc1F)c1ccc(COc2ccc(Cl)cc2Cl)o1	-2
COc1cc(/C=N/NC(=S)Nc2cccc(C(=O)O)c2)cc(OC)c1OC	-1

Additional results
SMILES	A3G deaminase	CXCR6 block	Gli-Sufu block	CCR6 antagonist	MPTP inh	A3A deaminase	EBI2 block	GRIN3A LBD mod
CC(C)NC(=O)NC(=O)COc1cccc2c1OC(C)(C)C2	-6	-9	-13	-3	-5.4	-1	-7	-1
COCCSc1nnc(NS(=O)(=O)Cc2ccccc2)s1	-8	0	-5	1	0.1	-3	-4	0
Cn1c(=O)c2cc(S(=O)(=O)N3CCOCC3)ccc2n(C)c1=O	-7	1	-17	-1	-1.3	-3	-9	-11
C=CCNC(=S)NC(=O)c1csc([N+](=O)[O-])c1	4	-8	-3	3	0.9	-3	-7	1
C/C(=N\O)C(C)(C)Nc1cccc(F)c1	-6	0	0	2	0.2	-1	3	0
CCN(CC(=O)Nc1c(F)cccc1F)C(=O)CCOc1ccccc1	-10	1	-6	7	0.4	-3	2	0
CCCCn1cnc2c1c(=O)n(C)c(=O)n2C	-9	3	5	-21	-0.4	-6	-14	0
O=C(NCc1ccccc1C(F)(F)F)C1CC(c2ccccc2C(F)(F)F)=NO1 (centres undefined)	16	4	5	1	-2.5	2	4	0
Cc1cccc(NC(=S)NC(=O)c2ccc(Br)o2)c1	-2	29	-64	41	1.0	-1	3	-1
O=C1c2ccccc2C(=O)N1CC1c2ccccc2CCN1S(=O)(=O)c1ccccc1 (centres undefined)	-2	11	2	2	-1.4	-2	2	-1
C=CCNC(=O)NC(=S)c1ccccc1	0	1	-13	4	-2.0	3	0	0
COC(=O)c1cc(NC(=O)CN(c2ccc3c(c2)OCO3)S(C)(=O)=O)ccc1Cl	-4	4	9	8	-0.9	-4	-2	-3

Quoted from the listing.
C/C(=N\O)C(C)(C)Nc1cccc(F)c1 | EBI2 block: 3
C=CCNC(=O)NC(=S)c1ccccc1 | MPTP inh: -2.0
CCCCn1cnc2c1c(=O)n(C)c(=O)n2C | CCR6 antagonist: -21
CC(C)NC(=O)NC(=O)COc1cccc2c1OC(C)(C)C2 | GRIN3A LBD mod: -1
Cc1cccc(NC(=S)NC(=O)c2ccc(Br)o2)c1 | EBI2 block: 3
C=CCNC(=S)NC(=O)c1csc([N+](=O)[O-])c1 | A3A deaminase: -3

Remaining list, next part:
SMILES	A3G deaminase	CXCR6 block	Gli-Sufu block	CCR6 antagonist	MPTP inh	A3A deaminase	EBI2 block	GRIN3A LBD mod
Cc1cc2cc(CCNC(=O)c3ccc(S(=O)(=O)N4CCOCC4)cc3)c(=O)[nH]c2cc1C	-5	1	5	0	0.9	-2	1	0
Cc1cccn2c(NC(=O)c3cccs3)c(-c3ccccc3)nc12	-6	2	6	2	-0.6	-1	7	9
CCc1nnc(NC(=O)CCC(=O)N2CCN(S(=O)(=O)c3cc(Cl)ccc3OC)CC2)s1	-3	-2	48	10	1.8	-1	-8	-3
COc1ccc(C(CNC(=O)c2cccc(S(=O)(=O)N(C)c3ccccc3)c2)N2CCCC2)cc1 (centres undefined)	0	12	1	18	-1.4	-4	11	0
CCOc1ccccc1NC(=O)COn1nnc2ccc(Cl)cc21	-2	3	-6	-8	0.8	0	3	2
COc1ccc(NC(=O)Cc2nnc(SCC(=O)Nc3cc(C)ccc3OC)n2C)cc1	-8	-6	-5	-24	-3.3	-1	-4	1
CN(c1ccc(F)cc1)S(=O)(=O)c1ccc(Cl)c(C(=O)NCC2CCCO2)c1 (centres undefined)	3	-2	-5	-3	0.4	2	-4	0
Cc1cccc(C2NS(=O)(=O)N=C2N)c1 (centres undefined)	-5	-7	1	-2	-1.2	-3	3	1
CN(C)C(C)(C)C#CCCCCC#CC(C)(C)N(C)C	-5	1	5	-3	-1.8	-2	-8	-1
